# Compound activity deposited in PubChem BioAssay by several laboratories.
# HMGR II inh – E. faecalis class II HMG-CoA reductase inhibition. purified E. faecalis HMGR, NADPH absorbance 340 nm kinetic. inhibition, % at 10 µM. 190,000 tested, 0.41% active. AID 1066;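 active = inhibition above a set limit, the median over all tested compounds plus 3 SD, cut at about 9.5% in these data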;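 also: enzyme runs in reverse so mevalonate oxidation gives rising NADPH absorbance; 0% = complete reaction with DMSO and 100% = background rate lacking mevalonate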
# PPARg SRC-3 ag – promotes SRC-3 coactivator recruitment by human PPARgamma | AID 731 | activation, % at 8 µM | biochemical PPARgamma/SRC-3 coactivator recruitment assay | 200,000 tested, 0.26% active; in the data active = activation above about 23%;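 also: 0% = DMSO and 100% = reference agonist; some compounds past the cut are filed as inactive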
# Target sequence (P37231 whole entry, looked up): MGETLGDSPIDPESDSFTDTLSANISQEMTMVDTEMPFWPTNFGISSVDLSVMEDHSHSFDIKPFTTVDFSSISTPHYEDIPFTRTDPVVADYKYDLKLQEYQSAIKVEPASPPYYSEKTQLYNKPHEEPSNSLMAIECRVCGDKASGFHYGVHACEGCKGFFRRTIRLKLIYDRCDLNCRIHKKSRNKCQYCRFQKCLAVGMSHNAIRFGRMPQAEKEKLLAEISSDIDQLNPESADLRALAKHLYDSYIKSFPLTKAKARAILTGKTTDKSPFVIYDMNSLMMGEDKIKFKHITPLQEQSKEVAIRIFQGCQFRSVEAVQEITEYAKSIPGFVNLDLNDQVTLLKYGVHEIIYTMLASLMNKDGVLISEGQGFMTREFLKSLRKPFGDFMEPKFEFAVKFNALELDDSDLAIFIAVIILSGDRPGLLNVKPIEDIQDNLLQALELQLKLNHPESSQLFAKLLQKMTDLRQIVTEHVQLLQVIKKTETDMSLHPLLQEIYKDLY
# TNAP inh noacc – TNAP (human) inhibition, acceptor-free conditions | P05186 | purified TNAP, CDP-star luminescence, 30 min | inhibition, % at 20 µM | 200,000 tested, 0.26% active | AID 1012;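 active = tissue-nonspecific alkaline phosphatase inhibition above about 50% at 20 µM in the single-dose screen, limit read from the data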;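 also: 0% = DMSO negative control and 100% = EDTA positive control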
# Target sequence (P05186 whole entry, looked up): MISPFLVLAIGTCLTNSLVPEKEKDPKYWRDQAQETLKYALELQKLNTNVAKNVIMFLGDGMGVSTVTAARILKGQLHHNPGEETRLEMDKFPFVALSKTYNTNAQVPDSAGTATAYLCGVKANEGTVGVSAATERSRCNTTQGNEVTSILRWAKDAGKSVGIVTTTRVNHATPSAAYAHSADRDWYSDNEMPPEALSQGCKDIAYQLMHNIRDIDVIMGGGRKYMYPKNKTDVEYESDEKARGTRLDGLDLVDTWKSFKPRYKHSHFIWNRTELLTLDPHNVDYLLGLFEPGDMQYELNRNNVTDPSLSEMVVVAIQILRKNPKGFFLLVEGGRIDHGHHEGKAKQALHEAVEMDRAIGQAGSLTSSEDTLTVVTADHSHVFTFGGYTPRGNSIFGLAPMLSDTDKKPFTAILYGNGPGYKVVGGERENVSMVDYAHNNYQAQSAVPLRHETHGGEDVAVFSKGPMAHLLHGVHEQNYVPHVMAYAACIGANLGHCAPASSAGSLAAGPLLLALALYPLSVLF
# TNAP act hi DEA – TNAP (human) activation, high acceptor. activation factor at 20 µM. P05186. purified TNAP, CDP-star luminescence, 1 M DEA, 30 min; active compounds read high; 0 = EDTA background, 1 = DMSO-only activity. 200,000 tested, under 10 active. AID 1136;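 active = activation factor at least 2 at 20 µM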
#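 Measured by: Luminescent substrate turnover signal | Test system: Human TNAP | Input: TNAP 1/800 final | Dosing: 20 µM single point | Schedule: 30 min, room temperature | Controls: EDTA wells as negative control, DMSO wells as positive control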
# TR-FRET SRC-2 ct – flags TR-FRET format artefacts in PPARgamma SRC-2 recruitment agonist screen | TR-FRET ratio at 8 µM | AID 1049 | TR-FRET artefact counter-screen; active compounds read high | 200,000 tested, 0.4% active; in the data active = TR-FRET ratio above about 2000; also: inactives centre near 1500
# TNAP inh hiacc – inhibitors of human TNAP at high phosphate acceptor concentration; inhibition, % at 20 µM; purified TNAP, CDP-star luminescence, 1 M DEA; P05186; AID 1135; 200,000 tested, 0.03% active;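 active = over 50% inhibition of tissue-nonspecific alkaline phosphatase at 20 µM in the single-dose screen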;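 also: plate controls were DMSO wells for no effect and EDTA-quenched wells as full inhibition for full effect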
# bIAP inh – blocks bovine intestinal alkaline phosphatase activity | purified bovine IAP, CDP-star luminescence, 30 min | 190,000 tested, under 10 active | inhibition, % at 20 µM;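 active = over 50% inhibition of intestinal alkaline phosphatase at 20 µM in the single-dose screen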
#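 Incubation: 30 min reaction at room temperature / Material: purified bovine intestinal alkaline phosphatase (IAP) enzyme / Input: enzyme at 1/65,000,000 dilution / Dosing: 20 µM single dose / Signal: CDP-star luminescence signal / Reagent: CDP-star chemiluminescent phosphatase substrate, 30 µM final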
# bIAP activator – intestinal alkaline phosphatase (bovine) activation | 200,000 tested, 0.17% active | activation factor at 20 µM | purified bovine IAP, CDP-star luminescence, 30 min; active compounds read high; fold of DMSO-control signal, blank-subtracted;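 active = activation factor of 2 or more at 20 µM, a signal rise over negative controls twice the positive control's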
# PPARg SRC-2 ag – promotes SRC-2 coactivator recruitment by human PPARgamma. 200,000 tested, 0.34% active. PPARgamma LBD-SRC-2 recruitment, biochemical. activation, % at 8 µM; in the data active = activation above about 22%;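 also: 0% = vehicle and 100% = reference agonist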
# PPARg SRC1 recr – agonists of human PPARgamma SRC-1 coactivator recruitment. activation, % at 8 µM. PPARgamma-SRC-1 coactivator recruitment biochemical assay. 200,000 tested, 0.41% active. P37231; in the data active = activation above about 19%;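 also: 0% = DMSO and 100% = reference agonist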
# * = called active by the depositor; x = not tested or not shown. Hits appear at their usual frequency; about 1.6% have a hit in one of these screens.
# Start of the data: the first 3 entries (preview)
SMILES,HMGR II inh,PPARg SRC-3 ag,TNAP inh noacc,TNAP act hi DEA,TR-FRET SRC-2 ct,TNAP inh hiacc,bIAP inh,bIAP activator,PPARg SRC-2 ag,PPARg SRC1 recr
CC(C)NCc1cc(Br)ccc1OCc1ccccc1,-3,7,-6,1,1673,-5,10,0.9,1,-2
CCOc1cc(S(=O)(=O)N(CC)CC)ccc1F,1,3,-9,1,1415,-1,15,0.9,4,-4
Cc1ccccc1C(=O)Nc1ccc2nc3n(c(=O)c2c1)CCC3,-5,5,-14,1.1,1853,-6,6,0.9,3,2

# This part in full, from the start:
SMILES,HMGR II inh,PPARg SRC-3 ag,TNAP inh noacc,TNAP act hi DEA,TR-FRET SRC-2 ct,TNAP inh hiacc,bIAP inh,bIAP activator,PPARg SRC-2 ag,PPARg SRC1 recr
CC(C)NCc1cc(Br)ccc1OCc1ccccc1,-3,7,-6,1,1673,-5,10,0.9,1,-2
CCOc1cc(S(=O)(=O)N(CC)CC)ccc1F,1,3,-9,1,1415,-1,15,0.9,4,-4
Cc1ccccc1C(=O)Nc1ccc2nc3n(c(=O)c2c1)CCC3,-5,5,-14,1.1,1853,-6,6,0.9,3,2
Cc1cccc(C(=O)Nc2ccnc(-c3cccnc3)n2)c1,-6,1,-8,1,1312,-2,13,0.9,-5,-13
CCOc1cc(/C=N/NC(=O)CN(CCc2ccccc2)S(=O)(=O)c2ccc(NC(C)=O)cc2)ccc1O,-4,-1,-13,1,1657,-1,-7,1.1,9,2
CN(c1cccc(NC(=O)CCSc2ccccc2)c1)S(C)(=O)=O,1,8,-8,1,1521,-1,2,1,16,9
CCOC(=O)c1sc(C)c(C(=O)NC2CCCCC2)c1N,-3,0,-11,1,1806,-3,8,0.9,5,10
N#CC(C#N)=C1C=CC=CN1/C(=C\c1ccco1)C(=O)c1ccc(Cl)cc1,-1,1,-20,1,1735,1,-3,1,6,4
Cn1c(-[n+]2c(-c3ccccc3)cc(-c3ccccc3)cc2-c2ccccc2)nc2c([N+](=O)[O-])cccc21,4,6,1,1,1621,3,3,1,13,3
COc1ccc(S(=O)(=O)N2CCOCC2)cc1NC(=O)c1ccccc1-c1ccc(C(F)(F)F)cc1,-3,0,0,1.1,1539,-5,3,1,1,-6
Cc1cccc(N2CCN(C(=O)c3cc(=O)[nH]c4ccccc34)CC2)c1C,-6,4,-6,1,1757,-4,3,1,0,-2
COc1ccc(C(CNC(=O)c2oc3ccc(Br)cc3c2C)N2CCCCC2)cc1 (stereo not given),4,5,-10,1,1702,-3,8,0.9,6,8
COc1ccc(Cl)cc1N1C(=O)C2CCCN2C1c1ccccc1F (stereo not given),-7,-1,-6,1,1642,-2,6,0.9,0,3
O=C(O)CSC1CC(=O)N(c2ccc(Cl)cc2)C1=O (stereo not given),4,0,4,1.1,1477,-5,0,1,5,2
Cc1cc(/C=C2/NC(=O)NC2=O)c(C)n1-c1ccc(C#N)cc1,4,6,-2,1,1806,0,9,0.9,5,10
N#C/C(=C\C=C\c1ccccc1)c1nc(-c2ccc3c(c2)OCO3)cs1,-2,-3,-3,0.9,1533,8,2,1,-8,-2
COc1ccc(CCNC(=O)/C=C/c2ccc(C)cc2)cc1OC,-3,-4,-12,1.1,1518,-5,9,0.9,1,4
CN(C)/C=C1\C(=O)N(c2ccc(Cl)c(Cl)c2)CS1(=O)=O,1,1,-9,1,1589,-3,-5,1,5,4
C=CCn1c(=O)c2ccccc2n2c(SCc3nc(N)nc(Nc4ccccc4C)n3)nnc12,-2,8,6,1.1,1648,-10,-2,1,5,22*
O=C(Nc1ccc(Br)cn1)c1ccc2nccnc2c1,x,-6,x,x,1391,x,x,x,-17,-3
CCC(COC)NCc1cn(-c2ccc(F)cc2F)nc1-c1ccccc1C (stereo not given),-1,3,-8,1.1,1494,-8,1,1,4,12
C=CCOc1ccc(CNc2ccc(NC(=O)CCC)cc2)cc1OCC,1,2,-11,1,1616,-5,18,0.8,1,3
O=C(NC1CCCCC1)n1c(=O)oc2ccccc21,-7,-13,-5,1,1326,-5,-3,1,-9,-10
CCOC(=O)c1c(C)[nH]c(O)c1C=Nc1ccc(Cl)cc1,-1,7,1,1,1640,2,8,0.9,4,6
CC1=Nn2c(nc(-c3ccccc3)c2-c2ccccc2)NC(=O)C1Br (stereo not given),-5,8,-6,1,1517,-4,-18,1.2,3,1
CCCCOc1ccccc1NC(=O)CSc1nnnn1C(C)(C)C,-1,24,-8,1,1703,-2,7,0.9,-2,5
CN(Cc1ccccc1)c1nc2c(c(=O)[nH]c(=O)n2C)n1C,-1,-7,-13,1.1,1314,-6,12,0.9,-13,0
NC(=O)C1CCN(C(=S)c2cccs2)CC1,1,-6,-4,1,1664,-4,5,0.9,1,-3
CC12CC(NC(=O)N1c1ccc(C(=O)N3CCN(c4ccc(F)cc4)CC3)cc1)c1ccccc1O2 (stereo not given),1,12,-3,1.1,1622,-10,-3,1,4,-4
CC1=NN(c2nc3ccccc3[nH]2)C(=O)/C1=C/N(C)C,-1,3,-81,1,1586,-3,-15,1.1,5,2
CCc1cc(C(=O)NNC(=O)CCl)sc1C,-1,6,-34,1,1666,-4,-8,1.1,7,12
CCCCNC(=O)Cn1cnc([N+](=O)[O-])n1,-1,0,-11,1.1,1565,-8,-14,1.1,3,-4
CCC(=O)NCCNc1nc2cc(C)cc(C)c2cc1C#N,-3,1,-8,1,1585,2,-3,1,8,-3
NC(=O)C1CCN(C(=O)c2ccco2)CC1,-3,2,1,1,1431,4,10,0.9,6,4
Clc1ccc(CSc2ncccn2)cc1,-2,-15,-10,1,1548,-2,7,0.9,7,-5
COc1cccc(Oc2cncnc2-c2ccc(OC)cc2O)c1,0,7,-8,1,1544,-3,14,0.9,8,2
CN1C(=O)NC(c2ccccc2)C2=C1CN(Cc1ccccc1)C2=O (stereo not given),x,0,x,x,1521,x,x,x,-2,1
COc1ccccc1OCC(=O)NCCSCc1ccccc1Cl,-7,0,-11,1,1586,-2,19,0.8,1,-4
Cc1nc(-c2ccc(NC(=O)/C=C\C(=O)O)cc2)cs1,-3,-2,-16,1,1586,-2,-5,1.1,13,10
O=C(/C=C/c1ccccc1)N1CCC(N2CCC(C(=O)N3CCOCC3)CC2)CC1,0,0,-11,1.1,1719,-7,-1,1,9,2
Cc1nc2cc(S(=O)(=O)N3CCC(C(=O)O)CC3)ccc2n1C1CCCC1,-7,-4,-7,1,1599,3,1,1,12,5
O=C(NCCNc1cc(Cl)ccc1[N+](=O)[O-])c1ccco1,0,1,-2,0.9,1560,8,3,1,0,-3
CCC(=O)Nc1ccc(-c2nnc(SCC(=O)NCC3CCCO3)n2C)cc1 (stereo not given),-2,-3,-6,1,1524,-1,10,0.9,3,8
CCOc1cc(/C=N/NC(=O)OC)ccc1OCCSc1ccc(Cl)cc1,-6,2,-8,1.1,1519,-10,-21,1.2,-4,0
CN(Cc1ccccc1)Cc1nc2c([nH]1)c(=O)[nH]c(=O)n2C,-4,-4,-14,1,1525,-3,-14,1.1,1,4

# With a hit mark in PPARg SRC1 recr, among the entries above:
SMILES	HMGR II inh	PPARg SRC-3 ag	TNAP inh noacc	TNAP act hi DEA	TNAP inh hiacc	bIAP inh	bIAP activator	PPARg SRC-2 ag	PPARg SRC1 recr
C=CCn1c(=O)c2ccccc2n2c(SCc3nc(N)nc(Nc4ccccc4C)n3)nnc12	-2	8	6	1.1	-10	-2	1	5	22*

# The list goes on:
SMILES,HMGR II inh,PPARg SRC-3 ag,TNAP inh noacc,TNAP act hi DEA,TR-FRET SRC-2 ct,TNAP inh hiacc,bIAP inh,bIAP activator,PPARg SRC-2 ag,PPARg SRC1 recr
CCOC(=O)CN1C(=O)C2Cc3ccccc3CN2C1=S (stereo not given),5,-4,-6,1,1646,0,-3,1,-2,-6
CCC(C)NC(=O)Nc1ccc(F)c(Cl)c1 (stereo not given),0,-1,-3,1,1645,4,-20,1.2,7,4
Cc1ccc(S(=O)(=O)N2CCN(C(=O)c3ccccn3)CC2)c(C)c1,2,1,1,1,1483,-4,-18,1.2,-12,-1
O=C(NC(=S)NCCCN1CCOCC1)c1ccc(Br)cc1,-6,8,-12,1,1695,-2,-8,1.1,-1,10
Cc1ccc(N(CC(O)CN2CCCC2)S(=O)(=O)c2ccccc2)cc1 (stereo not given),-4,-3,2,1.1,1558,-8,4,1,3,2
N/C(=N\OC(=O)COc1ccc([N+](=O)[O-])cc1)c1cccnc1,6,1,-9,1.1,1426,-5,0,1,5,-4
CNC(=S)N/N=C(\C)c1ccc(Cl)s1,1,6,-34,1,1364,-2,21,0.8,1,0
CCN1CCN(Cc2c(O)ccc3c2O/C(=C\c2ccccc2)C3=O)CC1,-1,5,-5,0.9,1780,8,10,0.9,9,1
COc1ccc(C(=O)/C=C/c2ccc(O)cc2)c(O)c1CC=C(C)C,3,1,11,0.9,1531,12,0,1,12,3
c1cc2nnnn2nc1N1CCCCC1,2,6,-12,1,1503,-4,10,0.9,10,5
CC(C)(C)OC(=O)N1CCC[C@H]1c1nnc(SCc2ccccc2Cl)o1,-9,1,0,1.1,1493,-7,1,1,5,-2
Nc1ccc(C(=O)OCC(=O)Nc2ccc([N+](=O)[O-])cc2C(F)(F)F)cc1,-3,7,7,1,1643,3,17,0.8,11,10
COCc1cc(C)nc(N2CCc3ccccc32)c1C#N,-6,13,-8,1,1495,-4,3,1,9,1
Clc1ccc(CSc2nnnn2-c2ccc3c(c2)OCO3)c(Cl)c1,6,0,2,1,1396,-4,x,0.1,-2,3
O=C(COC(=O)/C=C/c1ccccc1Cl)NCc1ccccc1,-4,1,-7,1,1844,0,-6,1.1,0,9
Fc1ccc(-c2n[nH]c(=S)n2/N=C/c2c[nH]c3ccccc23)cc1,2,8,-52,1,1585,3,-113,2.1*,10,0
Cn1c(CN2CCN(c3cccc(Cl)c3)CC2)nc2ccccc21,-3,2,-7,1,1424,0,1,1,-8,-9
COc1cc(NC(=O)c2ccccc2Cl)ccc1NC(=O)c1ccco1,3,-2,-7,1.1,1604,-6,1,1,11,-2
O=C(O)/C=C/C(=O)NC1CCS(=O)(=O)C1 (stereo not given),-4,-1,-3,1,1690,-4,-3,1,-5,-2
Cc1cc(C)c2c(N=CN(C)C)c(C(=O)N3CCN(c4ncccn4)CC3)sc2n1,-1,3,8,1.1,1503,-5,1,1,-2,4
NNC(=O)c1cc2c(s1)CCCCCC2,0,4,-13,1.1,1520,-5,10,0.9,-2,3
Cn1c(=O)c2c(-c3ccccc3)n(-n3cnnc3)cc2n(C)c1=O,0,1,-6,1,1379,0,-4,1,-3,-1
COCCCNC(=O)c1c[nH]c2ccc(S(=O)(=O)N3CCC(C)CC3)cc2c1=O,-4,2,7,1,1650,1,-17,1.2,11,4
CC(C)CNC(=S)NNC(=O)c1ccco1,-4,12,-197,1,1369,-3,7,0.9,3,-8
CC1(C)CC(=O)C2=C(C1)Oc1nc3ccccc3cc1C2C(C#N)C#N (stereo not given),1,4,-8,1,1538,-1,-1,1,7,0
O=C(N1CCOCC1)N1CCCC(c2nc(-c3cccs3)no2)C1 (stereo not given),-1,11,-16,1.1,1600,-7,0,1,1,1
